Screening results from PubChem.
Myeloid diff 2 = myeloid differentiation induction; ER-HoxA9 myeloid progenitors, lysozyme-GFP differentiation, flow cytometry; actives 1% (n = 360,000); AID 624256; calls only at 10 µM;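 active = normalized GFP-positive differentiation at or above the plate's own cutoff, the solvent-only control mean plus 3 SD; inconclusive = no clear call, values can overlap the other calls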;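 also: cells exposed to compound for four days before flow analysis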
UTI89 phage lysis = protection from phage-mediated lysis, alamar blue read-out – E. coli UTI89, K1F phage, bacterial capsule biogenesis inhibitors (AID 488966); actives 0.02% (n = 340,000); one-dose inhibition, % at 100 µM; IC50 in µM for titrated hits; E. coli UTI89 K1F phage lysis, alamar blue, 2 h; higher % means a stronger effect;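 active = phage lysis inhibition, versus mean bacterial control, above a set limit; inconclusive = no clear call, values can overlap the other calls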;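 also: capsule biogenesis inhibitors block K1F phage lysis so surviving cells raise fluorescence; higher fluorescence means more inhibition of phage lysis; actives were called in the ten point dose series up to 300 µM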
Hep lipid drop = hepatic lipid droplet formation modulation | inhibition, % at 6.5 µM | AML12 mouse hepatocytes, oleate lipid droplets, BODIPY imaging | actives 0.4% (n = 240,000);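 active = lipid droplet intensity inhibited by at least 50%, with more than 500 cells counted; inconclusive = wells with under 300 cells, treated as cytotoxic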
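Assay system: AML12 hepatocytes (mouse); Probe or stimulus: oleic acid at 100 µM to induce lipid droplet formation; Dosing: compound at 6.5 µM only; Schedule: compound with oleate, overnight; Detection: fluorescence imaging, 20x objective, two fields per well; Measure: % inhibition of lipid droplet signal.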
Hep lipid drop cells 6.5 µM = further read-out of Hep lipid drop, marked with its call; cell count; measured here: cell count, cytotoxicity flag;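 cells counted across two imaged fields per well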
Myeloid diff 2 GFP+ MAC1+ % = also measured in Myeloid diff 2; calls as there; GFP+ MAC1+ double positive, %; measured here: differentiation confirmed by MAC1 staining
* hit, by the source's call; i = inactive; ? = inconclusive; / = no result given; + = active, no number; [ ] = another dose, or the depositor's remark.

SMILES,Myeloid diff 2,Myeloid diff 2 GFP+ MAC1+ %,UTI89 phage lysis,Hep lipid drop,Hep lipid drop cells 6.5 µM
O=C(NCc1ccc2c(c1)OCO2)C1CC(=O)N(CCc2ccc(Cl)cc2)C1 (stereo unspecified),i,1.1,-0.2%,2,790
COc1ccc(C(=O)N/C(=C\c2ccccc2)C(=O)Nc2cccc(C(=O)O)c2)cc1,i,0.7,0.2%,18,813
CCCn1c2ccc(C)cc2c2nnc(SCCN3CCOCC3)nc21,i,0.2,-0.3%,-4,822
COC(=O)c1ccc(Cn2nnc3c(=O)[nH]c(C4CCCN(S(=O)(=O)c5cccc(Cl)c5)C4)nc32)cc1 (stereo unspecified),i,1.9,5.9%,-42,709
CC1CCCN(C(=O)CCNS(=O)(=O)c2ccc3c(c2)oc(=O)n3C)C1 (stereo unspecified),i,2.1,0.5%,-3,669
Cc1ccc2nc(CCl)[n+]([O-])c(-c3ccccc3)c2c1,i,0.2,0.3%,-5,830
Cc1ccc(C)c(S(=O)(=O)N2CCN(C(=O)c3cc(S(=O)(=O)NCc4ccccc4)ccc3C)CC2)c1,i,1.0,0.3%,-30,721
CCOc1ccc(CCNC(=O)COC(=O)c2cc([N+](=O)[O-])ccc2N2CCOCC2)cc1OCC,i,0.6,-0.1%,68*,827*
Cc1ccc(-n2ncc3c2CC(C)(C)CC3NC(=O)CCN2CCCCC2=O)cc1 (stereo unspecified),i,0.4,0.0%,-11,767
COc1cccc(OC)c1C(=O)NC(=S)NCc1cccnc1,i,1.7,0.1%,10,832
CCc1cc(C(=O)OC)c(NC(=O)c2ccoc2C)s1,i,1.4,1.7%[50 µM],11,684
O=[N+]([O-])c1ccc2ncnc(N3CCN(Cc4ccc5c(c4)OCO5)CC3)c2c1,i,0.0,-0.1%,-34,846

An excerpt from above in order of molar mass, highest first.
SMILES,Myeloid diff 2,Myeloid diff 2 GFP+ MAC1+ %,UTI89 phage lysis,Hep lipid drop,Hep lipid drop cells 6.5 µM
Cc1ccc(-n2ncc3c2CC(C)(C)CC3NC(=O)CCN2CCCCC2=O)cc1 (stereo unspecified),i,0.4,0.0%,-11,767
O=C(NCc1ccc2c(c1)OCO2)C1CC(=O)N(CCc2ccc(Cl)cc2)C1 (stereo unspecified),i,1.1,-0.2%,2,790
Cc1ccc2nc(CCl)[n+]([O-])c(-c3ccccc3)c2c1,i,0.2,0.3%,-5,830

(further entries)
SMILES,Myeloid diff 2,Myeloid diff 2 GFP+ MAC1+ %,UTI89 phage lysis,Hep lipid drop,Hep lipid drop cells 6.5 µM
Cc1nn(CC(=O)N2CCC(C)CC2)c(=O)c2nn(-c3ccccc3)c(C)c12,i,0.9,0.0%,-3,733
CC(=O)Nc1cc(NC(C)=O)cc(C(=O)N2CCCC3CCCCC32)c1 (stereo unspecified),i,0.4,0.3%,16,850
COc1ccc(Cc2nnc(Nc3ccccc3)s2)cc1Br,+,16*,-0.1%,4,836
CC(C)n1c(CN(C)c2ccccc2)nc2ccccc21,i,0.6,-1.4%,-16,843
CCCCCCc1c(C)c2ccc(OCC(=O)N3CCC[C@H]3C(=O)O)c(C)c2oc1=O,i,3.0,0.8%,6,792
CC(=O)N1CCSc2ccc(S(=O)(=O)NCCc3ccc(Cl)cc3)cc21,i,2.0,-0.3%,5,750
C/C(=N/NS(=O)(=O)c1ccc(C)cc1)c1ccc2c(c1)OCO2,i,0.7,-0.1%,-6,815
O=C(NCC1CCCO1)c1ccc2c(c1)N(Cc1ccc(F)cc1)CCS2 (stereo unspecified),i,2.4,-0.3%,-6,755
CC1=NN(C(N)=S)C(=O)C1N=Nc1ccccc1C(=O)O (stereo unspecified),i,0.1,-1.0%,2,798
COc1ccc(-c2csc(NC3CCCCC3)n2)c(OC)c1,+,2.5*,0.6%,4,831
COc1ccccc1N1CCN(C(=O)C2CCN(C(=O)c3ccccc3C)CC2)CC1,i,1.3,0.1%,6,790
O=C(N=C1SC2CS(=O)(=O)CC2N1c1cccc(Cl)c1Cl)C1CCCO1 (stereo unspecified),i,3.4,1.4%,1,705

Overlap with the part before: 2 compounds, followed by the next part.
SMILES,Myeloid diff 2,Myeloid diff 2 GFP+ MAC1+ %,UTI89 phage lysis,Hep lipid drop,Hep lipid drop cells 6.5 µM
COc1ccccc1N1CCN(C(=O)C2CCN(C(=O)c3ccccc3C)CC2)CC1,i,1.3,0.1%,6,790
O=C(N=C1SC2CS(=O)(=O)CC2N1c1cccc(Cl)c1Cl)C1CCCO1 (stereo unspecified),i,3.4,1.4%,1,705
CC1CCC(=O)N(CCSc2ccccc2)CC1 (stereo unspecified),i,1.5,1.3%,10,784
Cc1cccc(-n2nc3c(c2NC(=O)C2CC2)CS(=O)(=O)C3)c1C,i,1.6,0.3%,0,796
COCCN(CCOC)C(=O)CN1C(=O)NC(Cc2c[nH]c3ccccc23)C1=O (stereo unspecified),i,1.2,0.1%,11,789
O=C(CC1C(=O)NCCN1C1CCCC1)NCc1cccc(OC(F)(F)F)c1 (stereo unspecified),i,0.8,0.0%,-2,842
O=C(NCCCSc1ccccc1)c1cc(Cl)ccc1O,i,0.5,0.6%,5,685
O=[N+]([O-])c1c(Nc2ccccc2O)cc(Cl)c2nonc12,?,/,-0.7%,-8,805
CCn1cnc2c1c(=O)n(Cc1cccc(Br)c1)c(=O)n2Cc1ccccc1,i,1.6,-0.4%,-62,691
Cc1cccc(N2CCN(C(=O)c3cccc(N4CCCC4=O)c3)C(C)C2)c1 (stereo unspecified),?,/,0.8%,-15,676
COc1ccc(N2C(=O)c3ccc(C(=O)Nc4cc(OC)ccc4OC)cc3C2=O)cc1,i,0.4,-0.1%,-19,796
Cc1ccc(C(=O)N/C(=C\c2ccco2)C(=O)NCCN2CCOCC2)cc1C,i,0.5,-0.1%,23,736
COc1ccc(-c2cn[nH]c2-c2ccc(OCC(=O)NN)cc2O)cc1OC,i,0.5,0.8%[50 µM],-1,693
CCCCOc1cccc(/C=C(\C#N)C(=O)NC2CC2)c1,i,2.4,0.5%[50 µM],-3,838
O=C(c1ccc2c(c1)OCCO2)C1CCN(C(=O)Nc2ccccc2F)CC1,i,2.7,0.3%,15,788
OC(CN1CCN(c2ccccc2F)CC1)c1ccc(F)cc1 (stereo unspecified),i,0.5,-0.1%,-4,757
COc1cc(C(=O)NCCNC(=O)c2cc(OC)c(C)c(OC)c2)cc(OC)c1C,i,1.3,0.2%,9,764
COCCNC(=O)C(c1ccc(C)cc1)N(Cc1ccco1)C(=O)CCC(=O)Nc1ccccn1 (stereo unspecified),i,0.5,-0.1%,-7,793
Cc1ccc(S(=O)(=O)NCc2cc(=O)n(C)c(=O)n2C)cc1C,i,2.6,-0.1%,22,767
O=C(NCCCN1CCCC1=O)Nc1ccc(Cl)cc1Cl,i,0.9,1.5%[50 µM],-12,820
CCOc1ccc(NC(=O)NCc2cccn2C)cc1,i,0.7,0.4%,4,414
O=C(NC1CCSc2ccccc21)c1ccccc1Cl (stereo unspecified),i,0.7,0.7%,-4,778
CCC1CCCCN1S(=O)(=O)c1ccc(NC(=O)C2CCCO2)cc1 (stereo unspecified),i,5.1,1.0%[50 µM],5,859
CCCOc1ccc(/C=C2\SC(N)=NC2=O)cc1OC,i,0.5,0.2%,-2,682
CN(Cc1cccc(F)c1)C(=O)CNS(=O)(=O)c1ccc2ccccc2c1,i,1.0,0.1%,-23,774
O=C(NN1C(=O)/C(=C/c2ccc(O)c(O)c2)SC1=S)c1ccccc1,i,1.0,0.8%,-1,797
COc1ccccc1N1CCN(CC(=O)Nc2nc(C)c(C(=O)N(C)C)s2)CC1,i,0.4,1.4%,7,782
CCCN1CCN(C(=O)CCCNC(=O)c2ccc(Cl)cc2)CC1,i,3.3,0.2%,16,775
CSc1ccccc1OCc1cc(C(=O)NCCCn2nc(C)cc2C)no1,i,0.6,-0.5%[50 µM],0,790
Cc1ccc(CNC(=O)C(=O)NCC2OCCCN2S(=O)(=O)c2ccc(F)cc2)cc1 (stereo unspecified),i,1.0,0.1%,16,701
CC1CC(C)CN(CCCNC(=O)CN2C(=O)c3cccnc3Oc3ccc(Cl)cc32)C1 (stereo unspecified),i,1.0,0.0%,-12,698
CCN(CC)C(=O)c1ccc(-c2nnc(Nc3cccc(O)c3)c3ccccc23)cc1,i,1.0,-0.1%,-2,742
O=C(/C=C/c1ccc(F)cc1)Nc1ccc(S(=O)(=O)N2CCOCC2)cc1,i,1.0,-0.1%,-3,868
CN(C(=O)CC1C(=O)NCCN1Cc1ccccc1F)C1CCOCC1 (stereo unspecified),i,2.2,1.9%[50 µM],3,831
CCN(CC)C(=O)C1CCN(Cc2ccc(OCc3ccccc3)cc2)CC1,i,0.4,-3.0%,1,772
NC(=O)c1nsc(C(=O)N(c2cccc(O)c2)C(C(=O)NC2CCCC2)c2ccc(Cl)cc2)c1N (stereo unspecified),i,4.9,-0.3%,-28,731
COc1ccc(CNCC(O)(c2ccccc2)c2ccc(F)cc2)cc1 (stereo unspecified),i,1.9,0.1%,1,801
Cc1nn(CC(=O)Nc2cccc(C(F)(F)F)c2)c(=O)c2cccn12,i,0.7,-0.1%,0,639

The list goes on.
smiles	Myeloid diff 2	Myeloid diff 2 GFP+ MAC1+ %	UTI89 phage lysis	Hep lipid drop	Hep lipid drop cells 6.5 µM
N/C(=N\OC(=O)c1ccc(Cl)cc1)c1ccn[nH]1	i	0.0	-0.1%	-4	789
CC(=O)c1ccc(N2CCN(CC(O)c3ccccc3)CC2)cc1 (stereo unspecified)	i	0.4	-0.1%	1	799
CC1CCC(NC(=O)Cn2c(=O)oc3ccccc32)CC1 (stereo unspecified)	i	0.4	0.0%	-6	691
CCCC(=O)Nc1c(-c2ccc(C)cc2)c(=O)c2ccccc2n1C	i	0.9	0.1%[50 µM]	-7	804
C=CCn1c(SCC(=O)NCC2CCCO2)nc2sc(C)c(C)c2c1=O (stereo unspecified)	i	4.9	0.8%[50 µM]	32	720
Cc1nc2ccc(OC(=O)c3ccccc3)cc2s1	i	0.5	1.7%	-1	845
O=[N+]([O-])c1cccc(NN=Nc2ccccc2)c1	i	0.9	0.2%	-1	686
CC(C)Cc1nnc(NS(=O)(=O)c2ccc([N+](=O)[O-])cc2)s1	i	1.1	-1.2%	-1	779
COc1ccc(CCNC(C)C(=O)Nc2ccc(S(N)(=O)=O)cc2)cc1 (stereo unspecified)	i	0.8	0.0%	-12	840
CCOC(=O)c1ccccc1NC(=O)COC(=O)CCC(=O)c1ccccc1	i	3.3	1.6%	-3	863
COc1ccc(CNCc2c(F)cccc2F)cc1OC	i	0.5	-0.4%	-1	788
O=C(NCc1ccccc1)c1ccc(N2CCC3(CC2)CC(c2ccccc2)=NO3)c([N+](=O)[O-])c1	i	0.4	1.4%	8	807
COc1cc(NC(=O)c2cc([N+](=O)[O-])ccc2NC(=O)CNCc2ccccn2)cc(OC)c1	i	0.7	-0.1%	3	741
CCCCc1ccc(S(=O)(=O)N2CCC3(CC2)OCCO3)cc1	i	1.2	1.9%[50 µM]	-2	709
Cc1ccc(C)c(N2CCN(S(=O)(=O)c3ccc4c(c3)NC(=O)CC(=O)N4)CC2)c1	i	3.8	0.9%	4	745
CC(C)[C@H](NC(=O)c1ccccc1Cl)C(=O)OCC(=O)NC(=O)NC1CCCC1	i	2.5	0.1%	0	711
Cc1ccc(NC(=O)CC(C)CC(=O)NCc2ccccc2)cc1Cl (stereo unspecified)	i	1.3	-0.6%	-4	809
CC(=O)Nc1ccc(CN(C)CC2CCCN(CCc3cccc(C(F)(F)F)c3)C2)cc1 (stereo unspecified)	i	0.2	0.4%	3	811
CCOC(=O)N1CCN(C(=O)c2cccc(N3C(=O)NC4CC3(C)Oc3ccccc34)c2)CC1 (stereo unspecified)	i	0.8	0.3%	-1	669

A portion of the library; rates above refer to the full screens.
